# PAFAH2 inh: inhibitors of human PAFAH2; Q99487; recombinant PAFAH2, FP-rhodamine activity probe, fluorescence polarization; inhibition, % at 3.39 µM; actives 0.99% (n = 340,000); AID 492956;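 active = inhibition above the mean over all tested compounds plus 3 SD, cut at about 30% in these data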;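 note: inhibitors block probe labeling of enzyme so polarization drops; 0% = enzyme with DMSO and 100% = wells lacking PAFAH2 protein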
# AHR activator: activators of human aryl hydrocarbon receptor; P35869; AHR-responsive luciferase reporter cells, luminescence; activation, % at 5 µM; actives 2.5% (n = 320,000); in the data active = activation above about 47%;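 note: 0% = vehicle wells and 100% = reference agonist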
# HCV core dimer: HCV core protein dimerization inhibition | TR-FRET GST/Flag-core106 dimerization, 1536-well | inhibition, % at 5 µM | actives 0.33% (n = 300,000);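 active = inhibition above the mean of all tested compounds plus 3 SD, set per screening campaign, cut at about 45% in these data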
#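 Material: Tagged HCV core106 pair (GST and Flag) | Amount: GST-core106 13.5 nM, Flag-core106 17 nM | Medium: KF-containing HEPES buffer, pH 7.45, DTT, CHAPS, BSA | Reagent: Eu donor and XL665 acceptor anti-tag antibodies | Schedule: 4 h at 22.5 °C | Technique: Time-resolved FRET, ex 340 nm, em 617 and 671 nm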
# Fh CTSL1 inh: cathepsin L1 inhibition, PFM18AAP counter-screen | recombinant F. hepatica cathepsin L1, Z-Leu-Arg-MCA fluorescence | inhibition, % at 5.96 µM | actives 0.49% (n = 300,000) | AID 1906;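 active = inhibition above the mean of all tested compounds plus 3 SD, set per screening campaign, cut at about 17% in these data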;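 note: 0% = plate median of test compound wells and 100% = 1 µM Z-Phe-Ala-diazomethylketone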
# TPT1 inhibitor: blocks Candida albicans tRNA 2'-phosphotransferase; inhibition, % at 5 µM; actives 0.81% (n = 300,000); AID 1962; recombinant caTPT1, FP RNA substrate dephosphorylation;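 active = inhibition above the mean of all tested compounds plus 3 SD, set per screening campaign, cut at about 24% in these data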;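 note: plate controls were DMSO alone for no effect and ferristatin control at 100 nM for full effect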
# procasp7 counter: counter-screen for procaspase-3 activators: activators of human procaspase-7; P55210; AID 463210; recombinant procaspase-7, Ac-DEVD-pNA absorbance 405 nm; D23A/D198A/D206A triple mutant, cannot self-cleave; scale: DMSO 0, 5 µM enzyme 100; actives 0.093% (n = 330,000); activation, % at 8.5 µM;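 active = percent activation above the screen-wide mean plus 3 SD, cut at about 25% in these data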
#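 signal = Epi-absorbance of released pNA at 405 nm, two timepoints | assay system = Uncleavable procaspase-7 mutant enzyme | reagent = Ac-DEVD-pNA substrate, 400 µM as added | times = 1 h enzyme–compound preincubation and 2 h substrate reaction, both 25 °C | benchmarks = low DMSO alone, high DMSO plus 5 µM PC-7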
# PP1 counter: counter-screen for PP5 inhibitors: inhibitors of human PP1-alpha; actives 0.9% (n = 320,000); purified PP1alpha, OMFP fluorescence; P62136; inhibition, % at 6.7 µM;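 active = inhibition above the mean inhibition of all tested compounds plus 3 SD, computed separately for each screening campaign, cut at about 15% in these data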
# Target sequence (P62136 whole entry, looked up): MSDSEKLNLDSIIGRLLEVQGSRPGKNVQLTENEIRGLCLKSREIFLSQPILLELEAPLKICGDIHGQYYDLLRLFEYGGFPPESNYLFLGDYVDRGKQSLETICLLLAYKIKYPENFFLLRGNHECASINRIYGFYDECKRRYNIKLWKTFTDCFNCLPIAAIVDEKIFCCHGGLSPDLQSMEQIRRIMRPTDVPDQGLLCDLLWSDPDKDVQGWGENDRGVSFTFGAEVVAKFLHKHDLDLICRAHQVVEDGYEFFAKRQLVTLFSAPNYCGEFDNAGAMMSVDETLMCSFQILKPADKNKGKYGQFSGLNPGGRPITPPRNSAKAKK
# procasp3 activ: activates human procaspase-3. P42574. recombinant procaspase-3 D3A, Ac-DEVD-pNA absorbance 405 nm. activation, % at 8.5 µM. actives 0.11% (n = 330,000). AID 463141;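 active = activation above the mean of all tested compounds plus 3 SD, cut at about 21% in these data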;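 note: 0% = DMSO alone and 100% = DMSO wells spiked with extra 5 µM PC-3 D3A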
#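 Test system: Procaspase-3 D3A mutant, all three cleavage aspartates alanine | Dosing: Single dose, 8.5 µM nominal compound, 0.8% DMSO | Schedule: 1 h preincubation, 2 h reaction | Technique: 405 nm absorbance of p-nitroaniline, reads at 0 and 120 min | Repeats: One well per compound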
# PP5 primary: blocks human protein phosphatase 5 activity. P53041. purified PP5c, OMFP substrate fluorescence. inhibition, % at 6.7 µM. actives 0.18% (n = 320,000);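 active = inhibition above the campaign's mean inhibition across all tested compounds plus 3 SD, cut at about 9.5% in these data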;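 note: 0% = DMSO only and 100% = 100 µM cantharidin control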
# Target sequence (P53041 whole entry, looked up): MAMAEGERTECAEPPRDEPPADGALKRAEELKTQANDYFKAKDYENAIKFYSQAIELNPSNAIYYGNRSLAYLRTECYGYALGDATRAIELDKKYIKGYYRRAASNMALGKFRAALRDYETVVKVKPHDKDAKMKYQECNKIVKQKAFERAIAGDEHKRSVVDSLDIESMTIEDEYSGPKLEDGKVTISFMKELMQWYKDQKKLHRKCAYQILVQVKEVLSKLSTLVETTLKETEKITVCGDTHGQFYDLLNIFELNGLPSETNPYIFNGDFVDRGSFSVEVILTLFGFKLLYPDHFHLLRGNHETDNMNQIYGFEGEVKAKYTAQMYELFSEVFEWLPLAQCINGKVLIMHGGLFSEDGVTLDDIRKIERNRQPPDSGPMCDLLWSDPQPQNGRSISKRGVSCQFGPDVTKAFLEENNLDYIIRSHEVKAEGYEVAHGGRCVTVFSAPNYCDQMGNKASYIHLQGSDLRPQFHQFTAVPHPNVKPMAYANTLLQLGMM
# The depositor's hits bear a star; / = no result given.
SMILES,PAFAH2 inh,AHR activator,HCV core dimer,Fh CTSL1 inh,TPT1 inhibitor,procasp7 counter,PP1 counter,procasp3 activ,PP5 primary
O=C(CN1CCCC1)N1CCCc2c1c(=O)oc1ccc(OCc3ccccc3)cc21,1,-1,3,1,-6,15,-1,7,1.1
O=C(NCCCN1CCOCC1)c1cc(-c2cccs2)on1,-11,19,0,1,0,0,-6,3,-3.5
CCC(NC(=O)Nc1ncccc1C)(C(F)(F)F)C(F)(F)F,1,0,-2,-1,-4,9,-2,1,0.5
CNC(=O)/C(=C\c1cccc(Oc2ccccc2)c1)NC(=O)c1ccccc1,-6,-1,-4,0,0,-14,-5,-12,0.2
COc1ccc(S(=O)(=O)N2CCCCC2)cc1NC(=O)Cn1cnc2c1c(=O)n(C)c(=O)n2C,1,0,/,/,/,3,/,5,/
O=C(NCCOC(=O)c1ccncc1)c1ccccc1,4,3,-4,-2,-1,8,-5,-3,1.1
N#CC(c1ccccc1)c1ccc2c(C(F)(F)F)cc(C(F)(F)F)nc2n1 (stereo not given),7,16,11,1,0,3,0,-10,5.1
Cc1ccc(CCNC(=O)C2CCCN(S(C)(=O)=O)C2)cc1 (stereo not given),1,3,-2,-10,-1,3,1,-2,2.5
O=C(c1cccc2ccccc12)C1CCCN(C(=O)CCCn2cncn2)C1 (stereo not given),-2,6,-6,0,0,8,0,-5,0.0
O=C(Nc1cccc(-c2ccc(N3CCOCC3)nn2)c1)c1ccccc1,7,-2,1,5,-1,11,-2,13,2.0
O=C(N1CCCCC1)C12CC3CC(CC(C3)C1)C2,-2,0,-6,-9,5,-6,3,0,3.0
COc1ccc2nc(-c3ccccc3)cc(C(=O)OCC(=O)N3CCCCC3)c2c1,-7,11,/,/,/,10,2,11,4.4
CC(C)COC(=O)CCn1[nH]c(=O)c2ccccc2c1=O,-4,3,-4,-1,-1,6,-10,-9,0.4
COc1cc(C)cc2oc(=O)c(CC(=O)N3CCN(C(=O)C4COc5ccccc5O4)CC3)c(C)c12 (stereo not given),5,0,18,-2,-3,2,2,1,0.8
O=C(NCC(c1cccs1)N1CCOCC1)c1ccc(Cl)cc1 (stereo not given),5,0,0,0,-3,1,-1,4,-0.8
N#C/C(=C\c1ccc(N2CCOCC2)c([N+](=O)[O-])c1)c1nc2ccccc2[nH]1,0,34,7,2,2,-12,-1,-6,-2.1
O=C(O)c1ccc(N/N=C/c2ccc(-c3ccccc3Cl)o2)cc1,7,4,-4,12,2,-68,7,-29,0.5
Cc1ccccc1Cn1cc(NC(=O)c2nc3ncccn3n2)cn1,0,36,-1,6,-6,-2,-2,3,3.3
CC1(C)CC(NC(=O)C2CCN(S(=O)(=O)c3ccc(F)cc3)CC2)CC(C)(C)N1,1,0,-7,-3,-1,5,-1,-5,1.9
COc1cc(CCC(=O)OCC(=O)N2CCc3ccccc32)cc(OC)c1OC,-2,1,-3,-2,-1,7,17*,-7,2.5
Cc1ccc(N2C(=O)N3[C@@H]4c5ccccc5OC[C@@H]4[C@@H](c4ccccc4)[C@@]3(C)C2=O)cc1,1,0,/,/,/,5,/,1,/
CC(c1ccccc1)N1CNc2c(c(=O)n(C)c(=O)n2C)C1 (stereo not given),-1,1,-2,-2,2,5,1,-3,1.7
Nc1nonc1-n1nnc(C(=O)N/N=C/c2ccc(O)cc2)c1COc1ccc(F)cc1,-4,0,3,3,1,10,-1,4,0.5
COCCn1c(=NC(=O)CCS(=O)(=O)c2ccccc2)sc2c(OC)ccc(OC)c21,-1,51*,8,-3,6,11,-1,-2,0.8
Oc1ccccc1-c1nc(NCc2ccccc2)c2ccccc2n1,-5,13,13,3,-3,-2,3,1,4.1

# Six entries picked at random from those above:
SMILES,PAFAH2 inh,AHR activator,HCV core dimer,Fh CTSL1 inh,TPT1 inhibitor,procasp7 counter,PP1 counter,procasp3 activ,PP5 primary
Cc1ccccc1Cn1cc(NC(=O)c2nc3ncccn3n2)cn1,0,36,-1,6,-6,-2,-2,3,3.3
CC(c1ccccc1)N1CNc2c(c(=O)n(C)c(=O)n2C)C1 (stereo not given),-1,1,-2,-2,2,5,1,-3,1.7
COc1cc(C)cc2oc(=O)c(CC(=O)N3CCN(C(=O)C4COc5ccccc5O4)CC3)c(C)c12 (stereo not given),5,0,18,-2,-3,2,2,1,0.8
O=C(N1CCCCC1)C12CC3CC(CC(C3)C1)C2,-2,0,-6,-9,5,-6,3,0,3.0
CC1(C)CC(NC(=O)C2CCN(S(=O)(=O)c3ccc(F)cc3)CC2)CC(C)(C)N1,1,0,-7,-3,-1,5,-1,-5,1.9
CCC(NC(=O)Nc1ncccc1C)(C(F)(F)F)C(F)(F)F,1,0,-2,-1,-4,9,-2,1,0.5

# More entries
SMILES,PAFAH2 inh,AHR activator,HCV core dimer,Fh CTSL1 inh,TPT1 inhibitor,procasp7 counter,PP1 counter,procasp3 activ,PP5 primary
COc1ccc(-c2nnc(SCC(=O)N(C)C3CCS(=O)(=O)C3)n2N)cc1OC (stereo not given),5,1,-1,0,-2,7,-1,-1,-2.6
Cc1ccccc1Nc1c(-c2ccccn2)nc2ccccn12,14,1,-5,1,-2,-13,34*,-9,3.3
CSc1ccccc1OCc1cc(C(=O)N2CCNC(=O)C2)no1,7,6,-2,1,-3,-8,0,6,0.8
Cc1nc2cc(NC(=O)NCc3ccccc3)ccc2o1,7,-7,5,-3,1,-2,-6,-4,3.8
CC(=N)c1c(O)c2ccccc2oc1=O,2,13,-4,-1,27*,6,2,7,1.3
COc1cc(C)c(S(=O)(=O)NOCc2ccc([N+](=O)[O-])cc2)c(C)c1C,3,9,-6,-2,1,11,-2,6,3.1
O=C(Cn1ccc([N+](=O)[O-])n1)NCc1ccco1,1,0,13,5,1,-1,-1,7,-0.2
COc1ccc(C2=NOC(COC(=O)c3ccc4ccccc4n3)C2)cc1 (stereo not given),16,20,-3,-4,-1,0,-4,3,1.5
CC(C)Oc1ccc(C(=O)Nc2ccc([N+](=O)[O-])cc2)cc1,-6,0,1,-3,-2,5,-1,6,0.2
Cc1cc(NC(=O)CSc2nc3c(c(=O)n2-c2ccc(Cl)cc2)SCC3)no1,4,3,6,3,4,8,-2,-4,2.5
N#Cc1nc(COc2cccc(Cl)c2)oc1N1CCN(c2ccccc2)CC1,-1,1,10,0,-6,5,5,8,1.6
O=C(NCc1ccc2c(c1)OCO2)c1nc(S(=O)(=O)Cc2ccccc2)ncc1Cl,1,2,-13,6,-3,-29,-1,-9,-8.4
Nc1nccnc1C(=O)OCC(=O)C12CC3CC(CC(C3)C1)C2,28,-2,3,3,1,8,-2,3,3.9
CCN(CC)CCn1cnc2c([nH]c3cccc(OC)c32)c1=O,-8,13,-2,0,0,12,-1,4,3.8
Cc1ccccc1Nc1nc(N)nc(COC(=O)[C@@H](NC(=O)c2ccccc2Cl)C(C)C)n1,-4,0,0,-4,-4,3,-7,2,0.0
O=C(NNC(=O)c1cc(-c2cccnc2)nc2ccccc12)Nc1ccc(Cl)cc1,-10,3,6,10,-3,-1,2,8,1.6
Cc1ccc(-c2nc3ccc(Cl)cc3c(=O)n2O)cc1,1,14,7,-4,1,7,2,2,-1.8
CCCCn1c(N)c(N(CC(C)C)C(=O)C2CCN(C(=O)c3ccc(Cl)cc3)CC2)c(=O)[nH]c1=O,-7,1,-2,1,-2,-7,-2,3,-0.2
O=C1CN(C(=O)c2ccccn2)c2ccccc2N1,6,7,-3,-3,-9,2,1,4,2.1
CC(=O)NC(=S)Nc1sc2c(c1C(N)=O)CCC(C)C2 (stereo not given),-4,16,-4,1,-1,-12,0,-11,1.3
O=C(COc1ccc(-c2nnco2)cc1)N1CCN(S(=O)(=O)c2ccccc2)CC1,4,0,-4,0,-4,-4,-1,-1,1.3
CCC1(CC)NC(=O)N(CC(=O)OCC(=O)NC(=O)c2ccc(Cl)cc2)C1=O,-4,1,1,-45,2,10,-1,1,-0.5
Cc1ccc(C2C3CN(C(C)C)CC=C3C(C#N)=C(N)C2(C#N)C#N)cc1 (stereo not given),9,24,5,1,-67,2,-2,-9,1.4
CN(Cc1ccc(F)cc1)C(=O)C(Cc1ccccc1)NC(=O)c1ccccc1 (stereo not given),-5,5,5,5,-3,8,0,4,0.8
Cc1nc(SCC(=O)NCc2ccco2)[nH]c(=O)c1C,-2,13,-7,0,2,5,-2,-6,-1.6

# (more compounds)
SMILES,PAFAH2 inh,AHR activator,HCV core dimer,Fh CTSL1 inh,TPT1 inhibitor,procasp7 counter,PP1 counter,procasp3 activ,PP5 primary
CCc1ccc(CN(C(=O)c2ccco2)C2CCS(=O)(=O)C2)cc1 (stereo not given),2,1,0,1,2,-5,0,4,1.5
Cc1ccc2nc(NCCc3ccc(Cl)cc3)c3nncn3c2c1,-10,2,2,-2,-2,-8,0,-4,1.1
COc1cc(C)c(CN2CCC(n3nccc3NC(=O)C3CC3)CC2)cc1C,-2,-5,11,-2,0,3,-2,6,3.1
CC(=O)CCc1oc2ccc(C)cc2c1-c1ccc(C)o1,-9,19,1,-8,0,1,-3,10,-0.3
Cc1ccc(-c2ccc(CCC(=O)O)n2NC(N)=S)cc1,-2,1,4,-3,0,6,-5,1,1.0
CCc1noc(C)c1C(=O)N(CC)CC(=O)NCc1ccc(Cl)cc1,-3,0,/,/,/,3,0,8,-2.2
COC(=O)C1=C(CSCc2ccco2)NC(=O)NC1c1cc(C)ccc1C (stereo not given),-2,-2,14,2,2,6,1,0,3.4
Cc1ccc2cc(-c3noc(C4CCCCC4)n3)c(=O)[nH]c2c1,47*,5,-11,-2,2,4,-3,3,-1.3
CCOC(=O)C1(Cc2cccc(F)c2)CCN(C(=O)Cc2cccnc2)CC1,0,2,-5,3,0,-1,-6,9,2.3
COc1cc(NC(=O)c2ccc(COCC(F)(F)F)o2)cc(OC)c1OC,-4,4,-1,-2,2,-5,-2,-7,-0.6
Cc1ncc(CN2CCC(CO)(Cc3ccccc3)CC2)s1,-1,1,3,-1,0,-1,-5,4,1.6
CCN(CC)c1ccc(/C=N/N2CCN(Cc3ccccc3Cl)CC2)cc1,-4,8,3,0,1,-2,0,-8,3.2
Cc1cc(C(=O)CNCc2ccco2)c(C)n1-c1ccc(F)cc1,1,5,12,-3,-2,-1,-9,-3,1.9
O=C(NCC1CCCN(Cc2nccs2)C1)c1cccc2ccccc12 (stereo not given),0,5,-12,-6,3,1,-3,4,2.3
Cc1cnc(C(=O)OC(C)C(=O)NCc2ccccc2)cn1 (stereo not given),4,0,2,-2,1,-5,-3,7,0.4
CC1(C)CC(O)C(CCC(O)c2ccccc2)C(C)(C)N1 (stereo not given),5,-1,-5,0,-4,10,-5,-3,-0.5
CCCNC(=O)Cn1cnc2sc(C(=O)N3CCCC(C(=O)OCC)C3)c(C)c2c1=O (stereo not given),3,-2,-3,-1,2,-2,-3,6,2.3
COc1ccc(NC(=O)CCNC(=O)Cn2cnc3sc4c(c3c2=O)CCCC4)cc1OC,8,-3,-5,-2,0,-9,-3,-4,1.8
